# Screening results (PubChem BioAssay)
# HPDE-C7 viability: HPDE-C7 pancreatic duct cell viability loss – fluorescence, HTS (AID 430) | HPDE-C7 pancreatic duct cells viability, fluorescence; higher % means a stronger effect | one-dose cytotoxicity, % at 10 µM; EC50 in µM for titrated hits | 1.8% of 63,000 active;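 note: cells exposed to compound for 48 hours before viability readout; 0% = vehicle and 100% = reference cytotoxic drug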
# HT1080 cytotoxicity: HT1080 cell viability loss – fluorescence readout (AID 620) | HT1080 viability, fluorescence; higher % means a stronger effect | cytotoxicity, % at 10 µM; hits with a dose series show EC50 in µM | 0.42% of 87,000 active;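 note: cells exposed to compound overnight then 4 h with Alamar Blue; 0% = vehicle DMSO and 100% = killing control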
# TNAP inhibition: human TNAP enzyme inhibitors, biochemical, luminescent (AID 518); purified TNAP enzyme, luminescent substrate readout; higher % means a stronger effect; inhibition, % at 20 µM; hits with a dose series show IC50 in µM; 0.09% of 64,000 active; in the data active = a potency from the dose series; inactive = the rest, 99 in 100 with inhibition below about 22%;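 note: plate controls were vehicle for no effect and reference inhibitor for full effect; many of its hits are not listed in these tables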
# DPM-DC inhibit: blocks S. pneumoniae diphosphomevalonate decarboxylase; purified DPM-DC, PK/LDH coupled NADH fluorescence; calls only at 10 µM; 0.49% of 65,000 active;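 active = the 320 compounds with the highest percent inhibition in the single-dose primary screen, excluding strongly autofluorescent ones, cut at about 32% in these data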;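 note: kinetic rate of NADH fluorescence loss reporting ADP formed by the decarboxylase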
# Bfl-1 displacement: Bfl-1 inhibitors, primary screen, biochemical, fluorescence polarization, FITC-Bid, mouse (AID 432). one-dose displacement, % at 20 µM; IC50 in µM for titrated hits. 0.02% of 64,000 active. FITC-Bid BH3 peptide fluorescence polarization displacement; higher % means a stronger effect; in the data active = a potency from the dose series; inactive = the rest, 99 in 100 with displacement below about 15%; note: strong numbers were not always called active
# Spn PMK inh: S. pneumoniae PMK inhibition; 0.49% of 65,000 active; inhibition, % at 10 µM; AID 539; purified PMK, PK/LDH-coupled NADH absorbance 340 nm;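 active = top-ranked compounds by inhibition in the single 10 µM screen, taking a fixed number of the strongest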;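 note: 0% = full reaction with DMSO carrier and 100% = background rate without enzyme reaction; no value below 0 was filed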
# Spn MK inh: inhibitors of Streptococcus pneumoniae mevalonate kinase | 0.48% of 65,000 active | inhibition, % at 10 µM | AID 555 | purified MK, PK/LDH-coupled NADH absorbance 340 nm;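 active = ranked among the strongest by inhibition in the single 10 µM screen, a fixed top-ranked set picked for dose follow-up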; note: no value below 0 was filed
# LYP phosphatase: LYP phosphatase inhibitors, primary screen, biochemical, DiFMUP fluorescence, recombinant catalytic domain, 10 µM (AID 606); recombinant LYP catalytic domain, DiFMUP fluorescence; higher % means a stronger effect; one-dose inhibition, % at 10 µM; IC50 in µM for titrated hits; 52,000 tested, under 10 active;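 active = IC50 under 40 µM in the dose-response test; inactive = IC50 of 40 µM or more, or never dose-tested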
# KRASV12 cytotoxicity: viability loss of HPDE-C7K cells – cell-based, fluorescence, HTS, primary screen (AID 431); HPDE-C7K KRASV12 cells, Alamar Blue viability, 48 h; higher % means a stronger effect; cytotoxicity, % at 10 µM, or EC50 in µM where a hit was titrated; 1.7% of 63,000 active;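 active = compounds whose percent cytotoxicity in the single-dose primary screen, scaled between solvent and toxic-drug controls, exceeds 50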;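 note: 0% = DMSO solvent wells and 100% = doxorubicin-treated wells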
# Spn PMK inh pilot replicates: second read-out of Spn PMK inh, no call of its own (marks repeat the call); inhibition, %; measured here: pilot screen replicates
# Spn MK inh pilot replicates: further read-out of Spn MK inh, marked with its call; inhibition, %; measured here: pilot screen replicates
# DPM-DC inhibit pilot screen %: further read-out of DPM-DC inhibit, marked with its call; inhibition, %; measured here: pilot screen trials
# Active calls of the source: *; i = inactive; . = no result given. Cut-off read from the data, not from the text of the source, unless noted: active = cytotoxicity above about 50%; inactive = the rest.
SMILES,HPDE-C7 viability,HT1080 cytotoxicity,TNAP inhibition,DPM-DC inhibit,Bfl-1 displacement,Spn PMK inh,Spn MK inh,LYP phosphatase,KRASV12 cytotoxicity,others
COc1ccc(-c2[nH]c(-c3ccc(F)cc3)nc2SCC(=O)NCc2ccco2)cc1OC,0%,-3%,13%,i,-2%,5,9,6%,6%,
COC(=O)c1ccc(CSc2nc(C)nc3c2c(=O)n(C)c(=O)n3C)o1,3%,2%,2%,i,10%,0,5,10%,-9%,
COc1cc(NC(=O)Cc2nn(C)c(=O)c3ccccc23)cc(OC)c1,20%,1%,26%,i,2%,14,0,8%,32%,Spn PMK inh pilot replicates=0.5;Spn MK inh pilot replicates=0.5;DPM-DC inhibit pilot screen %=2.5
CC(NC(=O)COc1ccccc1)C1COc2ccccc2O1 (stereo not drawn),.,-4%,.,i,.,0,7,19%,.,
COc1cccc(-c2nc(NC(C)(C)C)c3ccccc3n2)c1O,11%,21%,14%,i,0%,3,6,18%,21%,
O=C(O)c1ccc(C2SCC(=O)N2Cc2ccccc2)cc1 (stereo not drawn),-6%,4%,18%,i,-6%,14,4,16%,-7%,Spn PMK inh pilot replicates=1.0;Spn MK inh pilot replicates=11;DPM-DC inhibit pilot screen %=7.5
COc1ccccc1-c1c(C)oc2c(CN3CCN(C)CC3)c(O)ccc2c1=O,5%,6%,4%,.,-5%,8,11,3%,-9%,
COc1cccc(NC(=O)CN2CCN(S(=O)(=O)c3ccc(C(C)C)cc3)CC2)c1,-8%,7%,4%,i,-4%,13,6,-3%,-4%,
O=C(NC1CCCC1)C(c1cccs1)N(Cc1ccco1)C(=O)Cn1nnc(-c2cccs2)n1 (stereo not drawn),-2%,-4%,3%,i,-11%,12,7,7%,3%,Spn PMK inh pilot replicates=0.5;Spn MK inh pilot replicates=0.5;DPM-DC inhibit pilot screen %=3.0
CCOC(=O)C12CNC(=O)C(C(=O)OCC)(CNC1=O)C2,-1%,0%,8%,i,-11%,10,1,23%,-3%,
O=C(NCC1CCCO1)c1ccccc1-c1nc(-c2ccc(F)cc2)no1 (stereo not drawn),0%,-8%,9%,i,-2%,6,7,6%,38%,
O=C(CC1c2ccccc2Oc2ccccc21)N1CCN(c2ccccn2)CC1,-1%,-13%,3%,i,-5%,11,2,6%,-6%,
CCOC(=O)c1c(COC(=O)c2ccco2)nc2ccccc2[n+]1[O-],-6%,-7%,11%,i,-4%,8,2,6%,-2%,Spn PMK inh pilot replicates=4.0;Spn MK inh pilot replicates=0.0;DPM-DC inhibit pilot screen %=0.0
Brc1ccc(OCCn2ccnc2)cc1,-12%,-6%,6%,i,0%,0,1,.,-8%,
Cc1c(OC(=O)CNC(=O)OC(C)(C)C)ccc2c3c(c(=O)oc12)CCC3,13%,-12%,4%,.,-2%,3,8,4%,18%,
CC(C)C1C(C#N)=C(N)Oc2n[nH]c(-c3ccccc3)c21 (stereo not drawn),.,2%,.,i,.,14,0,12%,.,
Cc1c(/C(O)=C2/C(=O)C(=O)N(CCN3CCOCC3)C2c2cccs2)cnn1-c1ccccc1 (stereo not drawn),-7%,-3%,11%,i,-6%,7,13,-13%,5%,Spn PMK inh pilot replicates=4.5;Spn MK inh pilot replicates=6.5;DPM-DC inhibit pilot screen %=7.0
Clc1cccc(CSc2nnc(-c3ccccn3)n2Cc2ccco2)c1,.,2%,6%,i,-6%,5,5,-7%,.,
O=C(Cn1c(=O)oc2ccccc21)Nc1ccc2c(c1)OCCO2,-7%,-2%,4%,i,1%,0,6,-4%,-8%,
CCOCCn1c(CN(Cc2ccccc2)Cc2ccccc2)nc2c1c(=O)n(C)c(=O)n2C,-2%,4%,8%,i,-1%,4,11,7%,7%,
COc1ccc(S(=O)(=O)N(CC(=O)N2CCN(C)CC2)c2ccccc2)cc1OC,7%,18%,10%,i,0%,0,4,.,0%,
O=C(CN1CCOCC1)N1CCc2ccccc2C(c2ccccc2)C1 (stereo not drawn),-9%,5%,6%,i,-8%,4,3,.,-10%,
COc1ccc(C2C=C(c3ccc(Br)cc3)Nc3nc(N4C(=O)CCC4=O)nn32)cc1 (stereo not drawn),-13%,-7%,-2%,.,4%,8,3,.,2%,
CCCC(=O)Nc1ccc(NC(=O)C2CC2)cn1,-31%,-1%,3%,i,-3%,7,1,-3%,-10%,Spn PMK inh pilot replicates=3.0;Spn MK inh pilot replicates=0.0;DPM-DC inhibit pilot screen %=1.0
O=C(Nc1nnc(C2CC2)s1)C1Cc2ccccc2CN1S(=O)(=O)c1cccs1 (stereo not drawn),10%,2%,6%,i,3%,12,31,.,3%,
COc1ccc(OC)c(C2=NO[C@@H]3C(=O)N(c4cc(Cl)ccc4OC)C(=O)[C@H]23)c1,-8%,-4%,-2%,i,-8%,14,7,.,-1%,
O=C(O)c1cc2cc(OCc3ccccc3)ccc2[nH]1,-7%,16%,2%,i,-1%,6,13,-2%,-3%,
Cc1cc(C(=O)N2CCN(c3ncccn3)CC2)cs1,1%,-2%,12%,i,1%,2,10,-7%,14%,Spn PMK inh pilot replicates=0.5;Spn MK inh pilot replicates=0.0;DPM-DC inhibit pilot screen %=1.5
Cc1nn(CC(=O)O)c(C)c1C,-1%,14%,14%,i,-4%,5,0,.,1%,
Cc1ccc(C(=O)Nc2ccc(S(=O)(=O)N3CCc4ccccc43)cc2)o1,29%,.,14%,i,-2%,3,4,-1%,39%,
Cc1onc(-c2c(Cl)cccc2Cl)c1C(=O)NCCCN1CCOCC1,-7%,1%,22%,i,3%,0,3,12%,2%,Spn PMK inh pilot replicates=3.0;Spn MK inh pilot replicates=3.0;DPM-DC inhibit pilot screen %=0.5
CCCc1cc(C(=O)Nc2nnc(C)s2)cs1,13%,6%,-1%,i,0%,0,5,-20%,6%,
CCNC(=O)c1sc(=S)n(CC)c1N,-2%,6%,2%,i,0%,10,8,.,-6%,
CC1CN(C(=O)c2cccc(S(=O)(=O)N3CCOCC3)c2)CC(C)O1 (stereo not drawn),2%,1%,6%,i,-2%,15,7,13%,-5%,
O=C(NCCCN1CCN(c2ccccc2F)CC1)C1CCC(=O)N1C1CCCC1 (stereo not drawn),-15%,-1%,4%,i,-1%,5,4,.,-7%,
COc1ccccc1N1CCN(C(=O)c2cc3cc(Br)ccc3oc2=O)CC1,-3%,0%,1%,i,-7%,0,0,7%,0%,
Cc1ccc(NC(=O)Cc2cn3ccsc3n2)nc1,7%,10%,9%,i,6%,13,5,7%,17%,
CCOC(=O)N1CCN(C(=O)c2ccc3nc4cc(Cl)ccc4c(=O)n3c2)CC1,-11%,-2%,10%,.,2%,18,0,1%,-9%,Spn PMK inh pilot replicates=0.5;Spn MK inh pilot replicates=0.0
COc1ccc(S(=O)(=O)N(Cc2ccccc2)Cc2nc(-c3ccccc3)no2)cc1,-2%,2%,13%,i,-6%,6,6,7%,13%,
CC1(C)CC2CC(C)(CN2C(=O)c2cccs2)C1 (stereo not drawn),2%,-10%,8%,i,2%,8,13,10%,3%,
CCCS(=O)(=O)N1CCC(C(=O)N2CCC(Cc3ccccc3)CC2)CC1,80%*,-6%,5%,i,-14%,0,3,-1%,-8%,
COc1ccccc1NC(=O)C1=C(C)NC2=C(C(=O)CCC2)C1c1ccc(C)o1 (stereo not drawn),-33%,.,8%,i,2%,26*,0,.,-27%,
c1cc(-c2noc(CC3CCCCC3)n2)ccn1,-6%,7%,7%,i,1%,6,9,-5%,4%,
CN1C(=O)c2ccccc2N(C)C1c1ccc2c(c1)OCO2 (stereo not drawn),6%,1%,3%,.,3%,7,8,.,7%,
CCOc1ccccc1CN(CCc1ccc2c(c1)OCO2)Cc1ccccn1,-6%,-3%,10%,i,-6%,0,33,-1%,-9%,

# 5 compounds drawn at random from those above:
SMILES,HPDE-C7 viability,HT1080 cytotoxicity,TNAP inhibition,DPM-DC inhibit,Bfl-1 displacement,Spn PMK inh,Spn MK inh,LYP phosphatase,KRASV12 cytotoxicity,others
COc1ccc(S(=O)(=O)N(Cc2ccccc2)Cc2nc(-c3ccccc3)no2)cc1,-2%,2%,13%,i,-6%,6,6,7%,13%,
Cc1ccc(NC(=O)Cc2cn3ccsc3n2)nc1,7%,10%,9%,i,6%,13,5,7%,17%,
O=C(Cn1c(=O)oc2ccccc21)Nc1ccc2c(c1)OCCO2,-7%,-2%,4%,i,1%,0,6,-4%,-8%,
O=C(CN1CCOCC1)N1CCc2ccccc2C(c2ccccc2)C1 (stereo not drawn),-9%,5%,6%,i,-8%,4,3,.,-10%,
COc1ccc(C2C=C(c3ccc(Br)cc3)Nc3nc(N4C(=O)CCC4=O)nn32)cc1 (stereo not drawn),-13%,-7%,-2%,.,4%,8,3,.,2%,

# More compounds
SMILES,HPDE-C7 viability,HT1080 cytotoxicity,TNAP inhibition,DPM-DC inhibit,Bfl-1 displacement,Spn PMK inh,Spn MK inh,LYP phosphatase,KRASV12 cytotoxicity,others
O=C(CCCCn1c(=O)[nH]c2ccccc2c1=O)NCCc1c[nH]c2ccccc12,2%,3%,4%,i,4%,23,7,.,12%,
O=C(Cn1nc(C(=O)O)c2ccccc2c1=O)NCCC1=CCCCC1,.,6%,.,i,.,0,0,-7%,.,
COC(=O)c1sc(NC(=O)CSc2nnnn2-c2ccc(C)cc2C)nc1C,6%,-6%,5%,i,-4%,7,6,-1%,-8%,
O=C1Nc2ccccc2C12Nc1ccccc1-c1nc3ccccc3n12 (stereo not drawn),7%,15%,12%,i,-11%,5,2,7%,9%,
Cn1c(/C(C#N)=C(\O)c2ccc(S(=O)(=O)N3CCCCC3)cc2)nc2ccccc21,-11%,.,3%,i,-2%,10,0,.,-15%,
CN1CCc2c(sc3c2c(=O)n(-c2ccccc2)c2nnc(SCc4ccccc4F)n32)C1,-3%,-1%,8%,i,-6%,9,2,5%,0%,
CCOc1ccc(CNc2ccc3c(c2)nc(C)n3C)cc1,-11%,-4%,2%,i,-3%,5,0,16%,10%,
